SV40 large T antigen: TAg ATPase/helicase activity blockers – biochemical (AID 1903). actives 0.39% (n = 310,000). SV40 large T antigen ATPase/helicase inhibition assay; higher % means a stronger effect. inhibition, % at 20 µM, or IC50 in µM where a hit was titrated; in the data active means a potency from the dose series; inconclusive means inhibition mostly from about 32% at the one dose, without a potency; inactive means the rest, 99 in 100 with inhibition below about 32%; further: strong numbers were not always called active
TNAP activation fold: stimulation of alkaline phosphatase TNAP activity – biochemical, luminescent, no phosphate acceptor, uHTS, primary screen (AID 1001) | purified TNAP, luminescent activation assay, no phosphate acceptor; higher activation fold means a stronger effect | actives 0.03% (n = 200,000) | one-dose activation fold at 20 µM; EC50 in µM for titrated hits; in the data active means activation fold from about 3, or a potency from the dose series; inactive means the rest, 99 in 100 with activation fold below about 1.6; further: many of its hits are not listed in these tables
CSM14.1 death rescue: rescue of cells from ER stress-induced death, primary screen, 384-well, CSM14.1, thapsigargin, ATP luminescence (AID 1222); CSM14.1 thapsigargin-induced death rescue, ATP luminescence; higher % means a stronger effect; 190,000 tested, under 10 active; cellular ATP content (survival), % at 20 µM; hits with a dose series show EC50 in µM;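 active means EC50 below 50 µM in the dose-response confirmation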;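 further: death triggered by thapsigargin at about 15 µM added after 2 h compound pretreatment; cell ATP read after overnight thapsigargin exposure of roughly 18 to 22 hours; normalized against plate controls of thapsigargin alone and 5% DMSO vehicle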
West Nile virus CPE: inhibition of WNV-induced cytopathic effect – cell-based, CPE readout (AID 1621) | West Nile virus-infected cells, CPE inhibition; higher % means a stronger effect | one-dose CPE inhibition, % at 10 µM; IC50 in µM for titrated hits | actives 0.02% (n = 290,000); in the data active means a potency from the dose series; inconclusive means CPE inhibition mostly from about 3.7% at the one dose, without a potency; inactive means the rest, 99 in 100 with CPE inhibition below about 2.2%; further: strong numbers were not always called active
PMI inhibition: human PMI inhibitors, high substrate, primary screen, biochemical, fluorescence intensity, high mannose 6-phosphate (AID 1220) | actives 0.66% (n = 190,000) | inhibition, % at 20 µM; hits with a dose series show IC50 in µM | recombinant PMI enzyme, coupled fluorescence intensity; higher % means a stronger effect
Salmonella PhoP GFP: inhibitors of PhoP regulon expression, primary screen, Salmonella Typhimurium, GFP reporter (AID 1863); S. Typhimurium PhoP-regulated promoter GFP reporter, 4 h; higher % means a stronger effect; one-dose inhibition, % at 50 µM; IC50 in µM for titrated hits; actives 0.16% (n = 300,000);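 active means inhibition over 29.93%, a cutoff 3 SD above the screen mean, later confirmed by dose response; inconclusive means inhibition over 29.93% but no dose response follow-up; inactive means inhibition at most 29.93% or unconfirmed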;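 further: 0% = low Mg2+ inducing control and 100% = high Mg2+ repressing control; strong numbers were not always called active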
RSV CPE inhibition: RSV antiviral activity via CPE protection, HEp-2 cells, primary 10 µM value included (AID 2391); HEp-2 cells, RSV-induced CPE inhibition; higher % means a stronger effect; CPE inhibition, % at 10 µM, or IC50 in µM where a hit was titrated; actives 0.13% (n = 310,000); in the data active means a potency from the dose series; inconclusive means CPE inhibition mostly from about 23% at the one dose, without a potency; inactive means the rest, 99 in 100 with CPE inhibition below about 21%; further: strong numbers were not always called active
Insulin prom up: MIN6 insulin promoter up-regulation. MIN6 insulin promoter-GFP reporter, high-content imaging; stronger effect = higher value. z-score at 5 µM. actives 0.3% (n = 190,000);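 active means z-score above 3 at 5 µM with at least 500 cells counted in the well; inconclusive means wells under 500 cells, flagged as cytotoxic or low count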
human PMI inhibition: MPI enzyme activity inhibition – biochemical, fluorescence intensity, coupled assay, primary screen (AID 1209); actives 0.42% (n = 190,000); inhibition, % at 20 µM, or IC50 in µM where a hit was titrated; purified PMI enzyme, coupled fluorescence intensity; higher % means a stronger effect;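 further: plate controls were DMSO vehicle for no effect and wells lacking substrate for full effect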
Insulin prom up cell count: second read-out of Insulin prom up, no call of its own (marks repeat the call); cell count; measured here: cytotoxicity, nuclei count;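 total cells summed across four imaged fields per well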
* hit, by the source's call; ? = inconclusive; / = no result given. Unless noted, no stated cut-off is given here; in the data, active means inhibition above about 50%; inactive means the rest.

SMILES	SV40 large T antigen	TNAP activation fold	CSM14.1 death rescue	West Nile virus CPE	PMI inhibition	Salmonella PhoP GFP	RSV CPE inhibition	Insulin prom up	Insulin prom up cell count	human PMI inhibition
CN(C)CCCN=Cc1c(O)n(CCc2ccccc2)c(=O)[nH]c1=O	3%	1	-0.5%	0.3%	0%	-7%	0.8%	0	808	-1%
CC1(C)CN2C(c3ccc(Cl)cc3)N2C1 (centres undefined)	12%	1.2	2.5%	0.2%	-12%	-2%	1.4%	-0.47	967	-12%
O=C(c1ccc2nc(-c3ccco3)c(-c3ccco3)nc2c1)N1CCC2(CC1)OCCO2	45%	1	-1.9%	/	-64%	-9%	0.9%	-0.45	1857	-29%
CC(=O)NN1C(=O)c2ccccc2NC1c1cccnc1 (centres undefined)	2%	1.1	0.7%	0.2%	-14%	-8%	-2.0%	/	/	-9%
CCc1nc2ccccc2c(=O)n1-c1cccc(OC)c1	1%	1	-0.9%	-0.6%	-18%	0%	-1.0%	-0.3	1086	-7%
Cn1cc2c([N+](=O)[O-])cc([N+](=O)[O-])cc2n1	0%	1.1	0.9%	0.0%	43%	4%	/	0.28	994	1%
NCC(O)c1ccc(O)cc1 (centres undefined)	11%	1.1	-1.1%	0.2%	-9%	5%	-1.1%	/	/	-11%
COC(=O)C(O)(c1ccc(NC(=O)Oc2ccccc2)cc1)C(F)(F)F (centres undefined)	8%	1.1	9.5%	1.5%	6%	9%	2.5%	-0.1	1341	-2%
Cc1c(N=Nc2c(O)[nH]c(=O)[nH]c2=O)c(=O)n(-c2ccccc2)n1C	-6%	1.1	-0.1%	0.1%	38%	-3%	1.8%	0.17	1692	16%
COP(=O)(OC)C(Nc1ccccc1)c1ccccc1 (centres undefined)	3%	/	/	-0.4%	/	11%	0.0%	/	/	/
Cc1ccc(-c2nc3ccccc3c(=O)n2-c2ccc(O)cc2)cc1	7%	1.1	1.1%	0.2%	4%	2%	-1.0%	/	/	5%
COc1cccc(NP(=O)(Oc2ccccc2Cl)Oc2ccccc2Cl)c1	12%	1.1	-0.4%	-0.3%	17%	-11%	3.7%	-0.07	1515	19%
O=C(CCc1nnc2ccc(NCc3ccccc3)nn12)N1CCC2(CC1)OCCO2	3%	/	/	0.3%	/	-4%	0.4%	/	/	/
CN1CCCN(C(=O)COc2ccc(Br)cc2)CC1	20%	/	/	-0.1%	/	-1%	0.3%	/	/	/
Cc1cccc(-n2c(/C=C/c3ccccn3)nc3ccccc3c2=O)c1	12%	/	/	0.5%	/	-4%	0.0%	/	/	/
COc1cc(C(=O)NC(=S)N2C[C@H]3C[C@H](C2)c2cccc(=O)n2C3)cc(OC)c1OC	11%	/	/	0.0%	/	3%	0.1%	/	/	/
CC(=O)NC1CC2CCCC(C1)N2 (centres undefined)	10%	1.1	0.8%	0.3%	-5%	-7%	2.1%	0.74	1001	-1%
CCCCOP(=O)(OCCCC)/C(C#N)=C(/C)O	10%	1.2	-0.5%	0.3%	-15%	-1%	0.0%	0.04	856	-8%
Cc1ccc(C)c(NC(=S)NCCc2cnc[nH]2)c1	9%	/	/	0.1%	/	-2%	2.1%	0.71	1094	/
CCCC[N+]12CCC(CC1)C(C(=O)c1cccs1)C2 (centres undefined)	9%	1.1	-1.5%	0.1%	7%	-5%	0.0%	-0.98	1646	27%
O=C1NC(=O)C(CCc2ccccn2)(Cc2ccc3c(c2)OCO3)C(=O)N1CCc1ccccc1 (centres undefined)	14%	1	-4.1%	0.2%	6%	-6%	0.4%	-0.03	845	15%
CN1CC(C(=O)c2ccc([N+](=O)[O-])cc2)C(c2ccc(Cl)cc2)C1 (centres undefined)	5%	/	/	-0.3%	/	1%	-0.3%	/	/	/
Cc1ccc(C)c(Cn2c(C(=O)O)c(C=O)c3ccccc32)c1	-6%	1.3	6.8%	0.1%	-15%	-8%	0.4%	/	/	-38%
N/C(=N\N=C\c1ccc(O)cc1O)N[N+](=O)[O-]	8.8µM*	1.2	-4.9%	0.9%	-11%	15%	0.9%	/	/	-16%
Cc1[nH]c2ccccc2c1CCCNC1CCCCC1	9%	1.1	-3.7%	-0.8%	4%	3%	-0.5%	-0.03	1295	0%
CCN(CC)c1ccc(/C=C2/C(=O)NC(=O)N(Cc3ccco3)C2=O)cc1	?	0.8	-0.7%	-0.1%	-23%	2%	2.5%	0.23	1495	-8%
COCCNC(=O)Cn1cc(/C=C2\C(=O)NC(=O)N(c3cccc(C)c3C)C2=O)c2ccccc21	29%	/	/	-0.5%	/	-17%	3.8%	/	/	/
CCCOP(=O)(OCCC)C(NC(=O)c1cc(OC)c(OC)c(OC)c1)c1ccccc1 (centres undefined)	10%	1	-0.2%	0.3%	-3%	-1%	-2.1%	0.44	1377	-7%
COc1cc(CNCCc2ccc3c(c2)OCO3)cc(OC)c1OC	6%	1.1	-1.9%	-0.3%	-5%	-7%	-2.0%	-0.09	1581	-1%
C=CCN1C(=O)C2(C(C(=O)OCC)=C(N)Oc3ccccc32)C2=C1CCCC2=O (centres undefined)	2%	1.1	-0.4%	0.6%	2%	-6%	-0.1%	0.02	1345	2%
Cc1ccc(N2C(=O)NC(=O)C(CCc3ccccn3)(Cc3cccc(Cl)c3Cl)C2=O)cc1 (centres undefined)	1%	1	4.3%	-0.1%	23%	3%	2.6%	-0.19	1557	22%
CCOc1cc(C)cc2oc(=O)c3c(c12)CCCC3	4%	/	/	-0.5%	/	10%	1.7%	/	/	/
CCCC[N+]12CCC(CC1)C(Cc1ccccc1)C2 (centres undefined)	9%	/	/	0.0%	/	-12%	-1.4%	-0.24	989	/
COC(=O)c1cc(C(O)(C(=O)OC)C(F)(F)F)c(/N=C/N(C)C)s1 (centres undefined)	10%	1.1	-1.1%	-0.6%	9%	-3%	1.5%	-0.1	983	2%
O=C(O)CC1OCC=C2CN3CCC45C6=CC(=O)C(=O)C([N+](=O)[O-])=C6NC4C1C2CC35 (centres undefined)	2%	/	/	0.0%	/	-10%	-0.4%	0.04	1347	/
COc1ccc(OC)c(N2C(=O)NC(=O)/C(=C\c3ccc([N+](=O)[O-])s3)C2=O)c1	33%	0.9	0.2%	-0.5%	-47%	-12%	1.4%	-0.07	1136	-36%
Cc1ccc(CN2CCCC(C(=O)c3ccc4c(c3)OCO4)C2)cc1C (centres undefined)	12%	/	/	-0.9%	/	-8%	-1.9%	0.34	1121	/
CC(C)c1ccc(NC(=O)CCNC(=O)N2C[C@H]3C[C@@H](C2)c2cccc(=O)n2C3)cc1	12%	/	/	0.0%	/	0%	1.3%	/	/	/
COc1ccccc1OCC#CCN1CCCC1	3%	1.1	-1.0%	0.1%	-2%	1%	-0.2%	-0.09	1350	-1%
C[C@@H]([C@@H](O)c1ccccc1)N(C)C(=O)Cc1ccccc1	15%	/	/	-0.5%	/	-4%	4.0%	/	/	/
CCCCn1c(O)c(C(CC)=Nc2ccc(OC)cc2OC)c(=O)[nH]c1=O	6%	1	-0.6%	0.3%	18%	7%	3.5%	-0.48	1463	19%
COC(=O)C(O)(c1c(C)[nH]n(-c2ccccc2)c1=O)C(F)(F)F (centres undefined)	7%	1.1	-0.2%	-0.2%	-27%	2%	1.1%	-0.27	1409	-21%
CCOc1ccc(NC(=O)c2ccc(NC(=O)COC(=O)Cc3ccccc3)cc2)cc1	-24%	0.9	-4.3%	-0.5%	-1%	34%	5.4%	-0.15	1221	12%
Cc1ccc(CN2CCCN(Cc3ccccc3C)S2(=O)=O)cc1	23%	/	/	-0.8%	/	3%	2.6%	/	/	/
CC(=NCc1cccnc1)c1c(O)n(-c2ccccc2)c(=O)[nH]c1=O	16%	1.1	-0.5%	-0.3%	-1%	-8%	1.1%	1.3	1614	3%
Nc1c(C(=O)NCc2ccco2)c2nc3ccccc3nc2n1Cc1ccccc1	0%	1.1	-1.8%	0.0%	32%	7%	5.2%	-0.62	879	1%
CCn1cc(C(=O)N2CCOCC2)c2ccccc21	-12%	1.1	-0.1%	0.0%	0%	6%	2.6%	0.38	1318	-12%
CCC(=NCC1CCCO1)c1c(O)[nH]c(=O)[nH]c1=O (centres undefined)	2%	1.1	0.2%	0.2%	1%	-2%	-0.2%	1	1556	2%
O=c1c2ccccc2nc(CSc2ncnc3nc[nH]c23)n1-c1ccc(Cl)c(Cl)c1	3%	0.9	3.2%	0.1%	4%	-5%	3.6%	0.01	1605	5%
COc1ccc2nc3oc(C(=O)N4CCC5(CC4)OCCO5)cc3cc2c1	13%	1.2	/	-1.1%	10%	3%	3.8%	0.16	1254	-2%
COc1ccc(C2=CC(c3ccc(OC)c(OC)c3)c3c(c4ccccc4oc3=O)O2)cc1OC (centres undefined)	-3%	/	/	1.7%	/	9%	2.5%	-1.2	678	/
CCCCn1c(O)c(C(C)=Nc2ccc(OCC)cc2)c(=O)[nH]c1=O	3%	1	1.9%	-0.4%	25%	-1%	3.0%	0.73	1072	17%
N[C@@H](Cc1c[nH]c2ccccc12)c1nnc(SCc2ccc(Cl)cc2)o1	9%	1.1	-1.6%	0.0%	15%	16%	2.6%	0.14	1136	13%
O=C1CC(=O)N(Cc2ccccc2)C(=O)N1CCCCCCN1C(=O)CC(=O)N(Cc2ccccc2)C1=O	15%	/	/	0.4%	/	-11%	/	0.28	1363	/
COc1ccc(C(Nc2ccccc2)P(=O)(Oc2ccccc2)Oc2ccccc2)cc1 (centres undefined)	-1%	0.9	-1.5%	0.4%	1%	-10%	1.1%	-0.08	1519	1%
CCOP(=S)(OCC)SCC(=O)NC(C(=O)O)C(C)C (centres undefined)	8%	1.1	-0.1%	0.2%	9%	4%	1.2%	-0.03	691	11%
CCCCNC(=O)c1c(N)n(Cc2ccc3c(c2)OCO3)c2nc3ccccc3nc12	7%	1.1	-1.5%	?	69%*	-21%	3.2%	-1.1	1404	34%
c1cncc(CNC2CCCC2)c1	5%	1	0.3%	-0.2%	-2%	-12%	1.6%	0.98	1575	-4%
CN(C)C(=O)Oc1ccc(Br)c2ccccc12	7%	1.1	0.9%	0.3%	7%	-7%	6.2%	0.63	1705	4%

In the list so far, these have a CF3 group:
SMILES	SV40 large T antigen	TNAP activation fold	CSM14.1 death rescue	West Nile virus CPE	PMI inhibition	Salmonella PhoP GFP	RSV CPE inhibition	Insulin prom up	Insulin prom up cell count	human PMI inhibition
COC(=O)C(O)(c1ccc(NC(=O)Oc2ccccc2)cc1)C(F)(F)F (centres undefined)	8%	1.1	9.5%	1.5%	6%	9%	2.5%	-0.1	1341	-2%
COC(=O)c1cc(C(O)(C(=O)OC)C(F)(F)F)c(/N=C/N(C)C)s1 (centres undefined)	10%	1.1	-1.1%	-0.6%	9%	-3%	1.5%	-0.1	983	2%
COC(=O)C(O)(c1c(C)[nH]n(-c2ccccc2)c1=O)C(F)(F)F (centres undefined)	7%	1.1	-0.2%	-0.2%	-27%	2%	1.1%	-0.27	1409	-21%

An excerpt, so the mix of outcomes need not match the whole.
